# Salmonella PhoP GFP – inhibitors of PhoP regulon expression, primary screen, Salmonella Typhimurium, GFP reporter (AID 1863) | S. Typhimurium PhoP-regulated promoter GFP reporter, 4 h; higher % means a stronger effect | inhibition, % at 50 µM, or IC50 in µM where a hit was titrated | actives 0.16% (n = 300,000);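 active = inhibition over 29.93%, a cutoff 3 SD above the screen mean, later confirmed by dose response; inconclusive = inhibition over 29.93% but no dose response follow-up; inactive = inhibition at most 29.93% or unconfirmed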;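 also: 0% = low Mg2+ inducing control and 100% = high Mg2+ repressing control; strong numbers were not always called active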
# Myeloid diff MLP – induction of myeloid progenitor differentiation, primary screen, cell-based, flow cytometry, MLPCN library; ER-HoxA9 myeloid progenitors, lysozyme-GFP differentiation; calls only at 10 µM; actives 1% (n = 360,000);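 active = normalized GFP-positive differentiation at or above the plate's own cutoff, the solvent-only control mean plus 3 SD; inconclusive = no clear call, values can overlap the other calls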;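 also: cells exposed to compound for four days before flow analysis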
# RSV antiviral HEp-2 – RSV antiviral activity via CPE protection, HEp-2 cells, primary 10 µM value included (AID 2391). actives 0.13% (n = 310,000). HEp-2 cells, RSV-induced CPE inhibition; higher % means a stronger effect. CPE inhibition, % at 10 µM, or IC50 in µM where a hit was titrated; in the data active = a potency from the dose series; inconclusive = CPE inhibition mostly from about 23% at the one dose, without a potency; inactive = the rest, 99 in 100 with CPE inhibition below about 21%; also: strong numbers were not always called active
# Myeloid diff MLP GFP+ MAC1+ % – also measured in Myeloid diff MLP; calls as there; GFP+ MAC1+ double positive, %; measured here: differentiation confirmed by MAC1 staining
# * marks the source's active call; other numbers are inactive results; i = inactive; u = inconclusive; x = not tested or not shown; + = active, no number. Not all compounds are listed; the hit share may differ from the screen's.
# Fields: Salmonella PhoP GFP	Myeloid diff MLP	Myeloid diff MLP GFP+ MAC1+ %	RSV antiviral HEp-2
- CCOc1ccc(S(=O)(=O)N2CCCCC2)cc1NC(=O)C1CCC1
    -6%	i	0.6	-1.8%
- Cc1sc2nc(CSC(C)C(=O)Nc3cc(S(C)(=O)=O)ccc3Cl)[nH]c(=O)c2c1C (stereo not given)
    1%	i	1.2	-0.8%
- CCN(CC(=O)Nc1ccc(NC(C)=O)cc1)C(=O)c1cccc(S(=O)(=O)N2CCCC2)c1
    -5%	i	0.3	-0.6%
- CC1CCc2sc(C(=O)NNS(=O)(=O)c3ccc(F)c(F)c3F)cc2C1 (stereo not given)
    -5%	i	0.6	0.0%
- CCCCCN(C(=O)CSc1n[nH]c(-c2ccc(C)cc2)n1)c1c(N)n(CCCC)c(=O)[nH]c1=O
    -7%	i	0.8	-1.4%
- OCC[C@H]1C[C@@H](O)[C@H](O)[C@@]2(OCCc3ccccc32)O1
    2%	i	0.6	0.9%
- O=C(COC(=O)c1nc(Cl)ccc1Cl)c1ccccc1Cl
    9%	i	0.8	0.5%
- O=C(COc1ccccc1)NCC(c1ccco1)N1CCN(c2ccc(F)cc2)CC1 (stereo not given)
    -1%	i	0.4	21%
- CCc1nc2ccccc2c(C(=O)OCC(=O)N2CC(C)OC(C)C2)c1C (stereo not given)
    3%	i	0.9	2.1%
- Cc1noc(C)c1CSCC(=O)Nc1ccc(OC(F)F)c(Cl)c1
    -3%	i	0.6	-1.6%
- CCOc1ccc(S(=O)(=O)Nc2cccc(C(=O)N3CC(C)OC(C)C3)c2)cc1 (stereo not given)
    -5%	i	1.3	1.5%
- CCOC(=O)c1c(C)[nH]c(C(=O)OCC(=O)c2ccccc2)c1C
    1%	i	0.5	-0.6%
- CCc1cccc(NC(=O)CSc2nnc(Cc3ccc(OC)cc3)c(=O)[nH]2)c1
    -6%	i	0.9	2.6%
- CCO[C@H]1OC(C(=O)NCc2ccccc2)=C[C@@H](C(C)(C)C)[C@@H]1CCCO
    -2%	i	1.5	-1.9%
- CN(C)S(=O)(=O)c1cccc(NC(=O)c2ccc3c(c2)OCCO3)c1
    0%	i	0.4	15%
- Cc1cc(C)c2nc(N(CCCN(C)C)C(=O)c3ccc(S(=O)(=O)N4CC(C)OC(C)C4)cc3)sc2c1 (stereo not given)
    -5%	i	1.1	-3.1%
- O=C(CNC(=O)c1cccs1)Nc1ccncc1
    -4%	i	0.3	2.0%
- O=C(COC(=O)c1cc(Br)ccc1O)NNC(=O)c1ccc(Cl)cc1
    -10%	i	0.7	2.0%
- CN(CC(=O)Nc1ccc(F)c(F)c1F)C(=O)c1cc(-c2ccncc2)nc2ccccc12
    -8%	i	0.7	-1.9%
- Cc1ccc(OCC(=O)NNC(=O)c2ccccc2OCc2c(C)noc2C)cc1
    9%	i	0.5	0.4%
- Cc1csc(NC(=O)c2oc3ccccc3c2C)n1
    -4%	i	1.4	14%
- CCCCn1c(N)c(N(CCOC)C(=O)CSc2ccccc2C)c(=O)[nH]c1=O
    -1%	i	0.6	-0.9%
- CNC(=O)c1c(NC(=O)CCS(=O)(=O)c2ccc(Cl)cc2)sc2c1CCN(C(=O)OC)C2
    -1%	i	0.3	0.9%
- O=C(NC1CC(=O)N(c2ccccc2)C1)C1CC1 (stereo not given)
    -1%	i	0.8	1.2%
- CCn1c(COC(=O)CNC(=O)c2cc(OC)c(OC)c(OC)c2)nc2cc(S(=O)(=O)N(C)C)ccc21
    0%	i	1.2	-1.5%
- CSc1cccc(N2CC(C(=O)Nc3cccc(S(=O)(=O)N4CCCC4)c3)CC2=O)c1 (stereo not given)
    5%	i	1.5	u
- CCCCn1c(N)c(N(CC(C)C)C(=O)CSCC(=O)Nc2cccc(C)c2)c(=O)[nH]c1=O
    -8%	i	0.6	-1.3%
- O=C(NCCN1CCOCC1)c1cc(-c2ccc(F)cc2)nc2ccccc12
    0%	i	0.9	-0.7%
- Cn1c(Cc2cccs2)nnc1SCC(=O)Nc1ccc(F)cc1F
    -6%	i	0.6	-0.1%
- O=C(Nc1cccc(N2C(=O)C=CC2=O)c1)c1cccs1
    -3%	i	0.4	-1.6%

# Part of the list above in order of count of non-hydrogen atoms, smallest number first:
# Fields: Salmonella PhoP GFP	Myeloid diff MLP	Myeloid diff MLP GFP+ MAC1+ %	RSV antiviral HEp-2
- Cc1noc(C)c1CSCC(=O)Nc1ccc(OC(F)F)c(Cl)c1
    -3%	i	0.6	-1.6%
- O=C(COC(=O)c1cc(Br)ccc1O)NNC(=O)c1ccc(Cl)cc1
    -10%	i	0.7	2.0%
- CC1CCc2sc(C(=O)NNS(=O)(=O)c3ccc(F)c(F)c3F)cc2C1 (stereo not given)
    -5%	i	0.6	0.0%
- O=C(COc1ccccc1)NCC(c1ccco1)N1CCN(c2ccc(F)cc2)CC1 (stereo not given)
    -1%	i	0.4	21%
- CNC(=O)c1c(NC(=O)CCS(=O)(=O)c2ccc(Cl)cc2)sc2c1CCN(C(=O)OC)C2
    -1%	i	0.3	0.9%

# The list continues.
# Fields: Salmonella PhoP GFP	Myeloid diff MLP	Myeloid diff MLP GFP+ MAC1+ %	RSV antiviral HEp-2
- CC(=O)Nc1ccc(NC(=O)CSc2nnc3ccc(-c4ccccn4)nn23)cc1
    -2%	i	1.1	1.0%
- COc1ccc(C(=O)NCCS(=O)(=O)N2CCN(C(=O)c3ccco3)CC2)cc1
    3%	i	0.7	1.0%
- O=C(Nc1cccc2ccccc12)NC1CCCCC1O (stereo not given)
    8%	i	0.9	-0.1%
- CC(=O)Nc1ccc(-c2csc(NC(=O)CN3C(=O)NC4(CCCC4)C3=O)n2)cc1
    -3%	i	0.8	-2.0%
- COc1ccc(NC(=O)CN(C)C(=O)/C=C/c2cn(-c3ccccc3)nc2-c2cccs2)cc1
    3%	i	0.5	-0.5%
- COc1ccc(C(CNS(=O)(=O)c2ccc(F)cc2)N2CCN(C)CC2)cc1 (stereo not given)
    4%	i	0.8	-0.7%
- c1ccc2c(c1)Cc1ccccc1O2
    6%	i	1.7	1.6%
- COc1ccccc1NC(=O)CSc1nnc2ccc(-c3ccccn3)nn12
    0%	i	1.0	-1.4%
- COc1ccc(NC(=O)CN(C)C(=O)c2cc(-c3ccccc3)nc3ccccc23)cc1
    -6%	i	0.8	-0.2%
- O=C(COc1coc(CN2CCN(c3ccccc3)CC2)cc1=O)Nc1ccc(F)cc1
    5%	i	0.9	1.4%
- CN(CC(=O)Nc1cccc(F)c1)C(=O)c1ccc(N2CCCC2)c([N+](=O)[O-])c1
    3%	i	0.3	5.5%
- Cc1cc(C)c(NC(=O)CNC(=O)c2ccccc2OCc2c(C)noc2C)c(C)c1
    -1%	i	0.4	-1.9%
- O=C(COc1cccc(Cl)c1)Nc1ccccc1N1CCCCC1
    3%	i	0.3	5.5%
- COc1ccc(COC(=O)CCN=C2NS(=O)(=O)c3ccccc32)cc1F
    -2%	i	0.8	-0.6%
- CCOC(=O)C1=C(COC(=O)/C=C/c2ccccc2)NC(=O)NC1C (stereo not given)
    -8%	i	1.3	-1.8%
- Cc1ccc(N2CC(NS(=O)(=O)c3cccs3)CC2=O)cc1C (stereo not given)
    -3%	i	0.8	-2.2%
- O=C(COC(=O)c1ccc(O)cc1O)c1ccc(Cl)cc1
    -7%	i	0.3	4.5%
- CC[N+](CC)(CC)CCOc1cccc(OCC[N+](CC)(CC)CC)c1OCC[N+](CC)(CC)CC
    -4%	i	1.7	-1.6%
- O=C(NCC(c1ccco1)N1CCOCC1)c1c(F)cccc1F (stereo not given)
    6%	i	0.8	-0.3%
- C[C@H]1CCC[C@]2(O[C@@H](CCO)C[C@@H](O)[C@@H]2O)O1
    -5%	i	2.5	2.2%
- COc1ccccc1N(C)S(=O)(=O)c1ccc(Cl)c(C(=O)Nc2cccc(C)n2)c1
    9%	i	0.6	6.5%
- Cc1cc(C)c(NC(=O)CNC(=O)c2cc([N+](=O)[O-])ccc2N2CCOCC2)c(C)c1
    -8%	i	0.7	-1.2%
- COCCN(C(=O)COC(=O)/C=C/c1cccs1)c1c(N)n(Cc2ccccc2)c(=O)[nH]c1=O
    -6%	i	1.2	-0.7%
- Cc1ccc(S(=O)(=O)N(C)CC(=O)Nc2cc(C)ccn2)cc1
    -6%	i	1.1	0.0%
- COc1ccc(CN(C)C(=O)c2ccc(NS(=O)(=O)c3ccc(C)c([N+](=O)[O-])c3)cc2)c(OC)c1OC
    15%	i	0.9	2.9%
- Cc1c(N(C)S(=O)(=O)c2ccc(Cl)c(C(=O)N3CCC(C(N)=O)CC3)c2)c(=O)n(-c2ccccc2)n1C
    1%	i	0.4	1.0%
- C=CC1=C2C=C(C3CC3)N(C3CC3)C=C2C(=O)C(C)(OC(=O)c2ccco2)C1=O (stereo not given)
    11%	i	1.9	0.9%
- COc1ccc(F)cc1S(=O)(=O)Nc1cc2c3c(c1)CCN3C(=O)CC2
    8%	i	0.3	0.2%
- CCOc1cc(N2CCOCC2)c(OCC)cc1NC(=O)COC(=O)CCOc1ccc(C(C)(C)C)cc1
    1%	i	0.1	0.0%
- CCOc1ccc(NS(=O)(=O)c2ccc(C(=O)NCC(c3ccc(OC)cc3)N3CCOCC3)cc2)cc1 (stereo not given)
    -3%	i	0.5	-0.9%
- O=C(OCC(=O)N1CCN(c2ccccc2)CC1)c1ccc(Cl)cc1[N+](=O)[O-]
    -10%	i	0.6	-0.4%
- CCc1ccc(OCC(=O)NNC(=O)c2c(CC)noc2C)cc1
    -9%	i	0.8	-1.5%
- Cc1ccc(S(=O)(=O)N2CCN(C(=O)CNC(=O)c3ccc(Br)o3)CC2)cc1
    -5%	i	0.9	-1.0%
- O=C(NCC1CCCO1)c1c(O)nc2sccn2c1=O (stereo not given)
    -10%	i	0.7	1.0%
- CCOc1ccc2nc(NC(=O)CSCC(=O)Nc3cc(C)on3)sc2c1
    6%	i	0.4	-2.2%
- Cc1ccc(CN2CC(C(=O)N(Cc3nnc(-c4ccccc4Cl)o3)C3CC3)CC2=O)cc1 (stereo not given)
    -8%	i	0.6	-0.7%
- CCc1noc(C)c1C(=O)N1CCN(S(=O)(=O)c2ccc(C)cc2)CC1
    -1%	i	0.5	-0.8%
- CN(Cc1ccccc1)S(=O)(=O)c1cc2c3c(c1)CCN3C(=O)CC2
    7%	i	0.7	3.6%
- O=C(NNC(=O)c1ccccc1F)c1cccc(-n2cccc2)c1
    5%	i	0.7	1.3%
- Cc1noc(C)c1CSCC(=O)Nc1cc(S(C)(=O)=O)ccc1Cl
    -5%	i	0.2	-1.7%
- O=C(NCCC1CCCCN1S(=O)(=O)c1ccccc1)C(=O)NC1CCCC1 (stereo not given)
    -3%	i	0.9	0.0%
- COc1ccccc1-n1ccnc(SCC(=O)NCCc2ccccc2)c1=O
    -6%	i	0.9	-0.2%
- Cc1csc(=O)n1CC(=O)OCc1nnc(-c2ccccc2)o1
    -9%	i	0.5	1.5%
- CCOc1ccc(S(=O)(=O)NCCC(=O)N2CCN(c3ccccc3O)CC2)cc1
    -5%	i	0.6	3.2%
- O=C(NNC(=O)c1cc(-c2ccncc2)nc2ccccc12)c1ccccc1O
    1%	i	0.6	-1.7%
- Cc1ccccc1C(=O)NCC(=O)OC(C)C(=O)Nc1ccnn1C(C)C (stereo not given)
    17%	i	1.2	0.7%
- O=C(/C=C/c1ccccc1)NCCS(=O)(=O)N1CCN(c2ccc(F)cc2)CC1
    -2%	i	0.8	-0.4%
- O=C(COC(=O)C1=COCCO1)Nc1ccc(F)cc1
    6%	i	1.2	0.1%
- Cc1ccc(C2CC(c3cccs3)=NN2C(=O)CSc2nc(=O)n3cc(C)ccc3n2)cc1 (stereo not given)
    3%	+	2.6*	9.6%
- O=S(=O)(c1ccccc1)[C@@]1(c2ccccc2)C[C@@H]2ON=C(c3cccc(Br)c3)[C@@H]2C1
    3%	i	0.2	u
- Cc1onc(-c2c(F)cccc2Cl)c1C(=O)N(C)CC(=O)Nc1cccc(F)c1
    -6%	i	0.3	-1.2%
- CN1CCN(S(=O)(=O)c2cccc(C(=O)Oc3cccc(C#N)c3)c2)CC1
    -3%	i	0.9	-0.6%
- O=C(Nc1cccc(F)c1)C1CCCCC1
    3%	i	3.6	0.9%
- O=C(NCc1ccncc1)C1CCCN(S(=O)(=O)c2cc(Cl)ccc2Cl)C1 (stereo not given)
    2%	i	0.7	6.5%
- OCCCn1c(C(CO)Nc2nc(-c3ccc(Cl)cc3)cs2)nc2ccccc21 (stereo not given)
    -1%	i	3.7	28%
- O=C(CSc1nc(=O)n2ccccc2n1)NCc1ccc(F)cc1
    -1%	i	0.8	2.6%
- CC(OC(=O)c1ccc(=O)n(Cc2ccccc2)n1)C(=O)Nc1cccc(Cl)c1 (stereo not given)
    11%	i	0.8	0.0%
- C=C1C(=O)O[C@@H]2[C@H]3O[C@]3(C)CC/C=C(\C)CC[C@@H]12
    1%	u	x	-0.4%
- CSc1ncccc1C(=O)OCC(=O)N1CCN(S(=O)(=O)c2ccc(C)cc2C)CC1
    10%	i	1.0	-1.0%

# Screening data: PubChem BioAssay, several laboratories
